# Source: PubChem BioAssay
# CDK5 p35 inh: inhibitors of human CDK5/p35 kinase, primary screen, biochemical, single concentration; 0.01% of 330,000 active; inhibition, % at 10 µM; Recombinant CDK5/p35, ADP-Glo luminescence, 60 min; Cyclin-dependent kinase 5 (Homo sapiens) + Cyclin-dependent kinase 5 activator 1 (Homo …; AID 488839, 2010;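 active = highest replicate inhibition of at least 50% and at least 75% of replicates reaching 50%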;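 note: plate controls were DMSO neutral control for no effect and GW8510 at 10 µM for full effect; many of its hits are not listed in these tables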
# HTR5A ag ctr: HTR5A agonists in luminescence cell assay, primary screen, counter-screen for OPRM1-OPRD1 heterodimer agonist project, full-deck HTS | cell-based | 5-hydroxytryptamine receptor 5A (Homo sapiens), P47898 | 0.61% of 340,000 active | activation, % at 9.3 µM; in the data active = activation mostly above about 9.5%, no sharp cut-off; inactive = mostly below about 7.6%;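 note: 0% = cells with vehicle only and 100% = reference agonist; strong numbers were not always called active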
# Rtt109 Vps75: inhibitors of C. albicans Rtt109/Vps75 HAT, primary screen, biochemical, ThioGlo CoA-SH fluorescence, plate reader | 0.16% of 330,000 active | AID 540336, 2011 | inhibition, % at 34.9 µM | purified Rtt109/Vps75, 4 h;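 active = inhibition of at least 50% in every replicate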
# Target sequence (Q5AAJ8 whole entry, looked up): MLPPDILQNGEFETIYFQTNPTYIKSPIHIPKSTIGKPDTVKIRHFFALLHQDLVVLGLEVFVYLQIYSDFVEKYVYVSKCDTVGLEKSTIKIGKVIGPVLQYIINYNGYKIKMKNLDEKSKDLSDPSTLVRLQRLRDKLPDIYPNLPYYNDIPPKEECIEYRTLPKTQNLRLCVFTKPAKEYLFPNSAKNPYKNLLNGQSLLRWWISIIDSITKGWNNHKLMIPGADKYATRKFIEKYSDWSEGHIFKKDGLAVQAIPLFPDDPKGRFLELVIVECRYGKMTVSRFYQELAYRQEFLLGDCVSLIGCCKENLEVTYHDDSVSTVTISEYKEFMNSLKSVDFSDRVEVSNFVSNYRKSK
# SR-BI uptake up: activators of SR-BI mediated DiI-HDL uptake, primary screen, ldlA[mSR-BI] CHO cells, DiI fluorescence; 0.096% of 320,000 active; AID 504775, 2011; activation, % at 12.5 µM; 3 h; 100 = double the neutral-control signal;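 active = mean replicate activation of at least 60% and every replicate at or above 60%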;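 note: 0% = median plate neutral-control signal and 100% = twice that signal; values of inactives mirror those of a sister screen read the other way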
#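 System: CHO ldlA[mSR-BI] cells / Medium: HEPES-buffered (25 mM, pH 7.4) F12 plus 0.5% BSA / Probe or stimulus: labelled HDL, 10 µg/mL / Doses: single compound concentration, delivered by pin transfer / Schedule: 3 h, 37 °C / Measured by: DiI fluorescence, bottom read / Measure: cell-associated DiI fluorescence as measure of HDL uptake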
# dFosB act: activators of delta FosB homodimer, primary screen, biochemical, fluorescence polarization, TAMRA-CDK5 oligo, single point; Protein FosB (Mus musculus), P13346; purified delta FosB; percent of positive-control signal above neutral wells; activation, % at 25 µM; 0.99% of 340,000 active; AID 493131, 2011;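 active = mean activation above about 17%, with every replicate also reaching it, limit read from the data, passing the limit was not always enough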;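 note: fluorescence polarization rise as delta FosB binds a TAMRA Cdk5 AP-1 oligo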
# PvdQ inh: P. aeruginosa PvdQ acylase inhibitors, primary screen, biochemical, fluorescence, plate reader and imaging, single point; inhibition, % at 10 µM; AID 488965, 2010; PvdQ acylase [Pseudomonas aeruginosa LESB58]; 0.063% of 340,000 active; purified PvdQ acylase; in the data active = inhibition above about 30%, passing the limit was not always enough;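 note: 0% = vehicle neutral wells and 100% = reference inhibitor wells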
# MITF act: activators of MITF-driven TRPM1 promoter reporter, primary screen, cell-based, SK-MEL-5, luciferase, single point | SK-MEL-5 TRPM1-promoter luciferase, 24 h; % of positive control, neutral wells = 0 | activation, % at 12.5 µM | 0.75% of 300,000 active | AID 588334, 2011;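 active = mean activation of at least 80% with every replicate also reaching 80%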;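 note: 0% = neutral control wells and 100% = parthenolide positive control wells; values of inactives mirror those of a sister screen read the other way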
# SR-BI HDL uptake: inhibitors of SR-BI mediated HDL lipid uptake, primary screen, ldlA[mSR-BI] cells, fluorescence, single point. 0.96% of 320,000 active. ldlA[mSR-BI] CHO cells, DiI-HDL uptake fluorescence, 3 h. inhibition, % at 12.5 µM. Scavenger receptor class B member 1 (Mus musculus), Q61009;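 active = mean replicate inhibition of at least 70% and a set share of replicates each scoring 70 or more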;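 note: 0% = median of neutral control wells and 100% = median of positive control wells; values of inactives mirror those of a sister screen read the other way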
# Target sequence (Q61009 whole entry, looked up): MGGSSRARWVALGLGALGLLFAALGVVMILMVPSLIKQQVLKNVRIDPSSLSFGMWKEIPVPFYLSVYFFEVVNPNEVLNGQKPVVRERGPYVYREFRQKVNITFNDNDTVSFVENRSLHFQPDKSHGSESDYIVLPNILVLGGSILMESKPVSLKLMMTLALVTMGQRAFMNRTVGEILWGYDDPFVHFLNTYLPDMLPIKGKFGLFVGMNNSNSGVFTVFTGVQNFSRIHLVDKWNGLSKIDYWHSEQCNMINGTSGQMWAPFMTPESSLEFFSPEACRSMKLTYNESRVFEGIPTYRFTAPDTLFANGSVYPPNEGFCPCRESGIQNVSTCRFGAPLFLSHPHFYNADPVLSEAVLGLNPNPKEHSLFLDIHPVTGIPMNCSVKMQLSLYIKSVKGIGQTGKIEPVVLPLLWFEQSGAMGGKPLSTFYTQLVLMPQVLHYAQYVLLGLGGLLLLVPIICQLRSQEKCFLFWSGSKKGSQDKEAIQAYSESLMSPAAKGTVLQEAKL
# Wnt act: Wnt/beta-catenin pathway activators, primary screen, cell-based, plate reader, single point. Wnt/beta-catenin reporter cell assay, activator. activation, % at 9.35 µM. 1.2% of 300,000 active. AID 743398, 2014; in the data active = activation above about 30%, passing the limit was not always enough;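 note: 0% = neutral control wells and 100% = positive control wells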
# cardiac RTF act: cardiac RTF calcium sensitivity activators, primary screen, biochemical, IANBD-TnC fluorescence, EC20 calcium. Troponin I, cardiac muscle (Homo sapiens) + Troponin T, cardiac muscle (Homo sapiens) + …. IANBD-labeled TnC RTF fluorescence at EC20 calcium; 0% EC20 calcium, 100% full calcium. activation, % at 7.2 µM. 0.24% of 340,000 active. AID 493008, 2010;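 active = activation above the mean over all tested compounds plus 3 SD, cut at about 30% in these data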;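 note: rise in fluorescence read as greater calcium sensitivity of cardiac thin filaments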
# The depositor's hits bear a star; . = no result given.
SMILES,CDK5 p35 inh,HTR5A ag ctr,Rtt109 Vps75,SR-BI uptake up,dFosB act,PvdQ inh,MITF act,SR-BI HDL uptake,Wnt act,cardiac RTF act
CCOC(=O)CSc1ccc2nnc(-c3ccccc3)n2n1,-5.0,3,6,2,-10,-9,14,-2,-3,4
CCCCc1nc2ccccc2[nH]1,1.9,-2,-8,15,4,-1,3,-15,-1,1
CCOc1ccc(NC(=O)CCc2c(C)noc2C)cc1OC,0.4,-3,-6,2,-5,-6,5,-2,-2,-6
Cc1c(C(=O)NCCN(C)C)oc2ccc(S(=O)(=O)N3CCCC3)cc12,-0.6,-3,-6,.,-9,-19,0,.,-3,3
CCOc1cc(-c2ccc(N)c(OCC)c2)ccc1N,0.3,2,19,-24,-7,-5,.,24,-3,15
C[C@H](NC(=O)c1nc[nH]c1C(=O)NCCCCCNC(=O)OC(C)(C)C)C(=O)OCc1ccccc1,-0.9,15,5,19,-16,-12,-1,-19,-2,-5
Cc1ccc(S(=O)(=O)N2CCN(C(=O)COC(=O)CCc3ccccc3)CC2)c(C)c1,-6.6,-1,-2,-12,-9,-14,1,12,6,0
Cc1ccc(-n2ccnc2SCC(=O)O)cc1C,-2.4,-1,9,23,-3,-12,2,-23,2,-4
Cc1cc(C(F)F)n2ncc(C(=O)O)c2n1,-1.7,-3,7,6,3,-14,-1,-6,.,4
O=C(Nc1ccc2ncccc2c1)c1ccccc1,-2.4,5,2,17,0,-22,-10,-17,-1,10
CCOC(=O)c1c(C)[nH]c(C)c1S(=O)(=O)NCC1CCN(Cc2cccc(F)c2)CC1,1.1,2,-1,-30,0,-13,17,30,0,-1
Cc1ccc(-n2ncc3c(=O)n(CC#N)cnc32)cc1C,-0.5,8,0,9,-1,-2,3,-9,3,-10
Cc1ccc(CSc2nnnn2C)cc1,0.7,2,8,29,-5,9,.,-29,.,0
COc1ccccc1NS(=O)(=O)c1ccc(C(=O)NCCCN2CCOCC2)cc1,1.1,8,21,4,-1,9,6,-4,-2,2
CCCCn1nc(NC(=O)c2cccs2)c2cc3cc(OC)ccc3nc21,0.9,-4,4,-82,-1,-12,-1,82*,.,-2
CN(C(=O)c1ccncc1)C1CC(C)(C)N(O)C(C)(C)C1,-4.1,7,4,9,0,-12,-12,-9,-2,-1
Cc1csc(N(C(=O)c2ccc(S(=O)(=O)N(C)C)cc2)c2ccccc2)n1,0.1,-1,-6,-8,8,-16,4,8,.,2
CCOc1ccccc1N1CCN(C(=O)CNC(=O)c2ccc(OC)c(OC)c2)CC1,-1.1,2,5,.,-8,-10,7,.,-2,-1
COCCNC(=O)C1CCN(C(=O)c2cc3sccc3n2Cc2ccc(F)cc2)CC1,-0.3,1,-3,21,-15,-12,-9,-21,-4,-1
N/C(=N\S(=O)(=O)c1cc(C(F)(F)F)cc(C(F)(F)F)c1)c1cccs1,2.2,4,-9,-16,-2,-1,.,16,1,0
CC(CS(=O)(=O)c1ccccc1[N+](=O)[O-])N1CCOCC1 (stereo unspecified),-0.1,2,-2,23,3,-20,39,-23,-7,-5
Cn1c(SCC(=O)N2CCOCC2)nc2c(c1=O)SCC2,0.9,1,-17,.,10,4,8,-12,-3,2
CCCNS(=O)(=O)c1ccc(CCC(=O)NCc2ccc3c(c2)OCO3)cc1,-0.9,7,6,-10,-2,-13,-10,10,.,1
CCOc1cc(NC(=S)NCCCN2CCOCC2)c(OCC)cc1NC(=O)c1ccco1,0.5,8,-1,7,-10,2,-7,-7,-2,-2
Cc1ccc(-c2noc(-c3ccccc3F)n2)cc1,-2.3,0,-1,31,-4,-4,12,-31,57*,-6
CN1CCN(c2ccc(S(=O)(=O)N3CCCCC3)cc2NC(=O)CCc2ccccc2)CC1,-1.2,-4,0,22,-7,-9,4,-22,5,-5
Cc1c(CCC(=O)NCCCC(=O)O)c(=O)oc2cc3oc4c(c3cc12)CCCC4,-0.5,1,-5,26,4,-8,-29,-26,-1,-1
CCc1cc2c(SCC(=O)N(C)C3CCS(=O)(=O)C3)ncnc2s1 (stereo unspecified),0.2,-3,-9,3,-5,0,6,-3,-3,-2
CC(OC(=O)C1=COCCO1)C(=O)Nc1ccc(Oc2ccccc2)cc1 (stereo unspecified),-1.8,-1,-1,-2,-10,-16,4,2,0,-1
CC(=O)c1ccc(N2CCN(C(=O)c3ccccc3SCC(=O)NCc3ccco3)CC2)c(F)c1,-1.4,-2,8,4,-6,8,-1,-4,17,-3
CCCS(=O)(=O)N1CCC(C(=O)NCc2ccccc2Cl)CC1,3.3,3,-34,.,-6,-8,-2,-17,.,3
C[C@H](NC(=O)c1ccccc1F)C(=O)N1CCC2(CC1)NCCc1[nH]cnc12,-0.2,-3,0,-3,-2,-8,-3,3,-1,-2
CC(C)(C)c1ccc(C(=O)c2c[nH]c(C(=O)NCc3cccs3)c2)cc1,-2.0,-2,-15,-4,-3,-4,7,4,.,0
CC(C)OC(=O)C(C)Nc1n[nH]c(=S)[nH]c1=O (stereo unspecified),-3.8,-1,-7,18,-2,-24,14,-18,0,6
Cc1ccc(CNC(=O)C2CCCN(S(=O)(=O)c3ccc(F)cc3)C2)cc1 (stereo unspecified),-4.9,0,-9,6,1,-7,-13,-6,-3,0
COc1ccc(-n2c(=S)[nH]c3cc(C(=O)Nc4ccc(OC)c(OC)c4)ccc3c2=O)cc1,0.1,-4,-3,9,127*,1,-8,-9,.,-3
Cc1ccc(C(=O)COC(=O)c2cn3ccccc3n2)cc1,-1.9,2,16,0,-1,-2,25,0,-2,-3
CCC(C)c1ccccc1N1CC(C(=O)NCCC2=CCCCC2)CC1=O (stereo unspecified),0.5,2,4,-46,-8,-10,-4,46,-2,-2
Cc1cc(C)n(-c2ccc(Cl)c(C(=O)Nc3cc(C(F)(F)F)ccc3Cl)n2)n1,0.6,-4,4,5,-9,-17,-8,-5,-1,4
CCc1ccc(/C=C2\SC(=S)N(CCC(=O)NCCCN3CCOCC3)C2=O)cc1,0.9,1,24,-15,0,0,10,15,-4,-3
CCOc1ccc(NC(=O)Nc2nnc(CC)s2)cc1,1.6,2,-8,-12,-4,-8,50,12,7,-2
CCCC(=O)Nc1c2c(nn1-c1ccccc1)CSC2,1.4,4,-5,-2,-7,1,5,2,-1,-10
Cc1ccc(CC(NC(=O)c2ccccc2)C(=O)N2CCCC2C(=O)O)cc1 (stereo unspecified),1.8,7,8,6,5,3,6,-6,.,-2
O=C(C1CCN(S(=O)(=O)c2cnc[nH]2)CC1)N1CCN(Cc2ccc3c(c2)OCO3)CC1,0.4,-4,-5,-4,2,-22,-1,4,0,6
COc1ccc(C(=O)Nc2nnc(C(F)(F)F)s2)cc1,-3.2,-2,-6,5,3,-24,55,-5,.,-4
Cc1ccc(CNC(=O)CN(C(=O)C2(C)CC(=O)N=C3C=CC=CN32)c2cc(C)ccc2C)cc1 (stereo unspecified),2.4,-5,1,27,-5,-14,1,-27,1,2
COCC(C)NC(=O)Cc1ccc(F)cc1 (stereo unspecified),-0.9,3,-3,9,-3,-13,8,-9,-5,4
O=C(CSc1nnc(NC(=O)c2ccccc2)s1)NC1CCCC1,0.9,5,-3,13,-1,-16,26,-13,-3,-8

# One compound at a time, from the list above. Screens in order: CDK5 p35 inh	HTR5A ag ctr	Rtt109 Vps75	SR-BI uptake up	dFosB act	PvdQ inh	MITF act	SR-BI HDL uptake	Wnt act	cardiac RTF act
# Shown for Cc1cc(C)n(-c2ccc(Cl)c(C(=O)Nc3cc(C(F)(F)F)ccc3Cl)n2)n1 = 0.6	-4	4	5	-9	-17	-8	-5	-1	4
# Shown for CCc1ccc(/C=C2\SC(=S)N(CCC(=O)NCCCN3CCOCC3)C2=O)cc1 = 0.9	1	24	-15	0	0	10	15	-4	-3

# (list continues)
SMILES,CDK5 p35 inh,HTR5A ag ctr,Rtt109 Vps75,SR-BI uptake up,dFosB act,PvdQ inh,MITF act,SR-BI HDL uptake,Wnt act,cardiac RTF act
O=C(c1ccc(NS(=O)(=O)c2ccccc2)cc1)N1CCCC1,2.2,-2,5,-1,2,-7,-6,1,.,4
COC(=O)C1=C(C)N(CCc2cc(OC)c(OC)c(OC)c2)C(=O)N[C@H]1c1ccccc1,-0.3,0,0,20,4,-19,9,-20,9,2
CCN1CCN(C(=O)Cn2c(=O)sc3ccccc32)CC1,-1.2,-4,-5,-1,6,3,3,1,-4,-1
O=C(NC1CCCC1)c1ccccc1OCc1ccccc1,0.4,0,-4,-17,-4,5,-14,17,0,3
Oc1c(CN2CCOCC2)cc(COCc2ccccc2)c2cccnc12,-2.3,-5,0,-1,-4,7,-86,1,-24,-20
O=C1c2cnc3nc(SCc4ccccc4)nn3c2CC2c3ccccc3CCN12 (stereo unspecified),-1.4,-7,-5,31,2,-8,-1,-31,.,-1
O=C(CNC(=O)c1ccco1)Nc1ccc(S(=O)(=O)N2CCCC2)cc1,1.8,3,-5,14,-5,-11,.,-14,.,1
Cc1ccc(SCCN2CCN(Cc3ccccc3)CC2)cc1,-1.2,1,31,-4,1,3,.,4,0,-4
COc1ccc(C(=O)NC(=S)NCc2ccco2)cc1,-2.1,0,-6,-4,-11,-11,21,4,2,4
CN1CC(=O)N(CC(=O)N2N=C(c3ccc(Cl)cc3)CC2c2ccco2)C1=O (stereo unspecified),-1.1,-1,-1,6,-5,-8,-2,-6,-2,12
Cc1c(/C=N/Nc2ccc(F)cc2)c(O)n(C)c(=O)c1C#N,1.9,2,.,-7,-9,10,-9,7,11,-5
Cc1cc(C)nc(NN2C(=O)/C(=C/c3ccccc3)SC2=S)n1,-1.2,-1,1,-13,7,-13,14,13,.,2
CCC(C(=O)Nc1ccon1)c1ccccc1 (stereo unspecified),-1.8,5,3,8,-9,-7,-1,-8,-1,0
Cc1csc(NC(=O)C2CCCN(S(=O)(=O)c3cnc[nH]3)C2)n1 (stereo unspecified),-3.0,8,-9,6,5,-23,7,-6,-4,3
COc1ccc(CCNC(=O)c2cccnc2)cc1,0.9,-3,6,20,4,-17,-1,-20,.,5
CCOCCCn1c(SCC(=O)Nc2cc(C(C)(C)C)nn2-c2ccccc2)nc2ccccc2c1=O,0.0,-1,2,15,-2,-17,-19,-15,.,2
Cn1c2ccccc2c2nnc(SCC(=O)NCc3ccoc3)nc21,-0.2,3,2,1,-7,-8,-7,-1,1,3
CC(=O)NCCC(=O)Nc1cc(S(=O)(=O)N2CCCCC2)ccc1Oc1cccc(C)c1,-0.2,-5,4,46,-12,-12,2,-46,0,-2
